From PubChem
ADAM10 inh – inhibits human ADAM10; AID 720582; recombinant ADAM10, EDANS/DABCYL FRET peptide cleavage, 3 h; inhibition, % at 7 µM; 370,000 compounds, 0.62% hits;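 active = inhibition above a per-campaign cutoff equal to the mean of compounds falling between control-based bounds plus 3 SD, cut at about 20% in these data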;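 note: 0% = DMSO wells while the 100% control is not disclosed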
rCAG binder – r(CAG) repeat RNA binding; 370,000 compounds, 1.3% hits; inhibition, % at 3 µM; AID 651821; TO-PRO-1 dye displacement fluorescence;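 active = inhibition above the plate cutoff, the mean of all test compounds on that plate plus 3 SD, cut at about 35% in these data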;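 note: 0% = DMSO alone and 100% = 100 µM mitoxantrone as full dye displacement; higher means more dye released from RNA so lower well fluorescence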
DDE Tn6 FP inh – inhibitors of Tn6 peptide binding to human fibrin DD(E) | P02675 | Fibrin DD(E) TRITC-Tn6 fluorescence polarization displacement | inhibition, % at 8.3 µM | 370,000 compounds, 0.21% hits;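 active = inhibition above a per-campaign cutoff: mean of compounds within control limits plus 3 SD, cut at about 15% in these data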;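 note: 0% = median of all compound wells on the plate and 100% = blocking peptide control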
KLK7 zymogen act – activates the human kallikrein-7 zymogen. P49862. purified proKLK7, EDANS-DABCYL substrate fluorescence; 100% is mature enzyme control, 0% vehicle. activation, % at 7 µM. 370,000 compounds, 0.9% hits;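 active = activation above the mean of all tested compounds plus 3 SD, computed per campaign excluding outliers beyond control limits, cut at about 13% in these data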
ARFGAP1 inhibitor – inhibits rat ARF GTPase activating protein 1. inhibition, % at 16.5 µM. Arfgap1-stimulated ARF1 GTP hydrolysis, GDP FP detection. 360,000 compounds, 0.26% hits;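 active = inhibition above a per-plate limit, mean inhibition of low control wells plus 3 SD, cut at about 25% in these data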;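 note: 0% = DMSO wells with enzyme and 100% = wells lacking Arfgap1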
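system = rat Arfgap1 catalytic domain, aa 1-136 | technique = FP, GDP Alexa 633 tracer displaced from anti-GDP antibody, 620/688 nm | compound = one concentration, 16.5 µM, DMSO 1.26% | medium = HEPES-based buffer, pH 7.5 | timing = compound-enzyme preincubation 20 min, reaction 120 min, detection 60 min, 25 °C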
sPLA2-III inh – Inhibits HGIII-sPLA2 liposome hydrolysis, primary screen. QFRET BODIPY PC-A2 liposome hydrolysis, fluorescence. Q9NZ20. 370,000 compounds, 0.56% hits. inhibition, % at 12.2 µM. AID 743126;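 active = inhibition above mean plus 3 SD of compounds lying within the high and low control bounds, cut at about 19% in these data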;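 note: 0% = median of test compound wells and 100% = no enzyme DMSO wells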
GC-A act – GC-A (human) enzyme activation; AID 1671463; activation, % at 10 µM; 370,000 compounds, 0.14% hits; HEK293 GC-A cells, cGMP TR-FRET, EC30 ANP; 0% at EC30 ANP, 100% saturating ANP; P16066; in the data active = activation above about 40%
Target sequence (P16066 whole entry, looked up): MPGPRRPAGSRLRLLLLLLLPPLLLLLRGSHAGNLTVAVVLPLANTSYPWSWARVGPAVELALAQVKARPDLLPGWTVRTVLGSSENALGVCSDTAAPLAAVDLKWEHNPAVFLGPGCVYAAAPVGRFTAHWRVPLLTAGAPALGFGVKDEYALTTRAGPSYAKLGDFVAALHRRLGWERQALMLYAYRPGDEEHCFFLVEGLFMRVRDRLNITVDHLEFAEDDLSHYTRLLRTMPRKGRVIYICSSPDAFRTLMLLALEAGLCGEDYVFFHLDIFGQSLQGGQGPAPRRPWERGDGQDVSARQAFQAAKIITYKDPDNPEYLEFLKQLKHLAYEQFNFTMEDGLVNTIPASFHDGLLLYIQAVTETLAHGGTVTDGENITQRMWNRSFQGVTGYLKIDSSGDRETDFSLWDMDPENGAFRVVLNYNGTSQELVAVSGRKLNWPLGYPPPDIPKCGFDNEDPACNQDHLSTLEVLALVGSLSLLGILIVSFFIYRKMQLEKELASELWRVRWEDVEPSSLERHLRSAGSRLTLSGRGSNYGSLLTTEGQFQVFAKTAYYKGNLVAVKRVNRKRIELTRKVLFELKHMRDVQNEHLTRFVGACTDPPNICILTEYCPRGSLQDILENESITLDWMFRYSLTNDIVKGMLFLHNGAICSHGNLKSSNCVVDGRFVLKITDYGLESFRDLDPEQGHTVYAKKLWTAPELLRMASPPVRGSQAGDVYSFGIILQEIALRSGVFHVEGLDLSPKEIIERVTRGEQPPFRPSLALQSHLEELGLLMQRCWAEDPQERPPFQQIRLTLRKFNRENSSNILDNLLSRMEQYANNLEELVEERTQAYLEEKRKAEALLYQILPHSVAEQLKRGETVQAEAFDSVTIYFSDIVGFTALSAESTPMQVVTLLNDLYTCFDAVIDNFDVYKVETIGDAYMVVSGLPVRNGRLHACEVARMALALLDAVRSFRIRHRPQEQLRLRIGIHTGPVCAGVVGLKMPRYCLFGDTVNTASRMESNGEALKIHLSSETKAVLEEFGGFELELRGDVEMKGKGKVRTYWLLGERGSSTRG
ASAP1 inh – ASAP1 ArfGAP inhibition | inhibition, % at 16.5 µM | ASAP1-stimulated ARF1 GTP hydrolysis, GDP FP detection | 360,000 compounds, 0.19% hits | AID 624377 | Q9ULH1; in the data active = inhibition above about 25%;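 note: 0% = vehicle with enzyme and substrate and 100% = no enzyme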
NPR2 activator – GC-B (human) receptor activation. P20594. HEK293-GC-B cells, CNP EC30, cGMP TR-FRET; 0% at EC30 CNP, 100% saturating CNP. activation, % at 10 µM. 370,000 compounds, 0.11% hits. AID 1920062;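 active = activation at 10 µM reaching about 35% in either raw or pattern-adjusted values, limit read from the data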
FXN GAA850 act – activators of GAA850 frataxin (FXN) promoter | activation, % at 6 µM | 360,000 compounds, 0.56% hits | AID 540364 | HEK293 lucGAA850 FXN promoter luciferase reporter, 24 h; percent of 10 µM SAHA response;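 active = activation above the average of all compounds screened plus 3 SD, cutoff fixed separately per campaign, cut at about 7.5% in these data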;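 note: 0% = DMSO wells and 100% = 10 µM SAHA wells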
Active calls of the source: *; / = no result given.

SMILES,ADAM10 inh,rCAG binder,DDE Tn6 FP inh,KLK7 zymogen act,ARFGAP1 inhibitor,sPLA2-III inh,GC-A act,ASAP1 inh,NPR2 activator,FXN GAA850 act
Cc1ccc2cc(CN(CCCO)S(=O)(=O)c3ccccc3F)c(=O)[nH]c2c1C,-42.3,-3.1,2.4,0.5,-5.0,-6.0,3.5,-5.4,-6.3,0.4
CC1CC(C)CN(C(=O)COC(=O)CCc2nc3ccccc3c(=O)[nH]2)C1 (stereo not given),0.5,-1.7,0.1,-0.2,2.5,-0.1,-2.1,1.9,-3.3,0.0
CCCn1c(=O)c(C(=O)NNC(=O)c2ccccc2Cl)c(O)c2ccccc21,-22.9,6.3,-7.8,0.0,12.9,21.3*,1.1,-9.2,1.5,-0.9
Cc1cc(C)cc(NC(=O)N2CCN(C/C=C/c3ccccc3)CC2)c1,0.1,-7.4,-0.2,0.5,-12.1,-15.6,1.0,-4.6,-3.7,-2.2
COc1ccc(N2C(=O)C3NN=C(C(=O)OCc4ccccc4)C3C2=O)cc1 (stereo not given),5.8,-1.8,-7.7,-0.3,-3.0,-2.5,-4.9,-4.1,-3.6,0.3
Cc1ccc(CN2CC(C(=O)NNC(=O)Cn3ccc(C(F)(F)F)n3)CC2=O)cc1 (stereo not given),-11.8,-2.6,6.8,0.5,5.8,6.7,-1.2,2.6,-4.7,0.8
N#Cc1ccsc1NC(=O)COC(=O)CCCSc1nc2ccccc2s1,-2.4,14.5,-1.6,0.1,4.7,-24.3,0.0,8.2,-1.1,-0.2
O=C(NCC(c1cccnc1)N1CCOCC1)NC1CCCCC1 (stereo not given),3.9,1.6,8.1,-0.1,-4.8,2.1,1.0,-0.1,-1.2,-1.5
COc1ccc(S(=O)(=O)N(C)C[C@H]2OCc3cnnn3CCCC(=O)N([C@H](C)CO)C[C@@H]2C)cc1,-8.4,-0.1,3.1,-0.6,3.9,10.0,-0.3,-0.3,1.4,0.7
CCOCCOC(=O)C1=C(C)Nc2ccc(C)cc2S1,-3.7,7.6,7.2,0.5,10.3,-9.3,2.5,3.2,-2.2,3.2
CC1CN(S(=O)(=O)c2cccc(C(=O)N3CCC(C(N)=O)CC3)c2)CC(C)O1 (stereo not given),0.1,-1.6,-0.6,-0.2,-1.4,-9.8,3.0,5.4,-1.6,0.8
C[C@H](CO)N1C[C@H](C)[C@@H](CN(C)C(=O)Nc2ccccc2)Oc2ccc(NC(=O)Cc3ccccc3)cc2C1=O,-1.1,-4.6,0.7,0.2,4.1,-8.9,0.0,3.6,3.8,0.5
Cc1nn(-c2ccccn2)c(C)c1Oc1ccccc1O,14.2,-5.2,7.1,-0.1,1.2,-6.2,-0.3,-3.4,2.4,0.5
COC(C[C@@H]1O[C@H]1[C@H](O)COCc1ccccc1)OC,2.2,-0.8,-2.7,0.0,-11.6,-1.6,-1.0,5.4,-0.6,0.8
CC(C)(C)c1ccc(Oc2coc3cc(OCC(=O)O)ccc3c2=O)cc1,-11.7,19.0,-3.1,-0.1,-3.9,-4.9,3.1,0.7,6.3,0.5
CCOc1ccccc1NC(=O)COc1cccc(-n2cnnn2)c1,-2.9,9.2,5.8,0.2,5.7,1.7,-2.2,12.3,-2.0,-1.2
CCOC(=O)c1sc(C)c2c(=O)n(CC)nnc12,-11.9,-2.9,3.2,0.3,1.5,-0.2,4.7,1.3,-0.5,0.1
O=C(CCc1nnc2ccc(NCc3ccco3)nn12)Nc1ccccc1F,-9.8,3.4,6.9,-0.2,-13.2,2.8,-0.6,1.2,0.0,-1.0
Cc1ccc(C(=O)Nc2nnc(C)s2)cc1,-2.3,0.8,-0.5,0.0,6.7,5.4,-5.3,13.1,2.1,5.4
O=C(NCCN1CCOCC1)c1ccc2c(c1)N(Cc1cccc(Cl)c1)C(=O)c1ccccc1S2(=O)=O,-1.2,4.5,7.6,-0.3,8.6,-5.8,-3.9,7.3,-2.6,-2.7
COc1ccc(NS(=O)(=O)c2ccc3c(c2)OCCO3)cc1OC,4.5,2.6,-16.7,-1.0,-5.0,-1.1,-9.1,-0.4,-0.5,-3.8
Cc1cccc(C)c1OCC(O)CN1CCc2ccccc2C1 (stereo not given),-2.1,-10.2,-5.8,0.4,-1.4,-2.0,0.8,-7.5,4.5,-2.2
CC1(C(=O)NC23CC4CC(CC(C4)C2)C3)CC1(Cl)Cl (stereo not given),4.2,-6.5,7.9,0.6,0.6,5.2,1.9,3.1,2.2,1.8
CC(C)CC1OC(C)CC2=C1C(=O)OC(C)(C)O2 (stereo not given),-2.6,1.4,0.1,0.0,-11.5,-3.0,2.4,-0.8,8.1,/
COc1ccc(OC)c(-n2nnnc2SCC(=O)Nc2nc(C)c(C)s2)c1,1.3,2.0,-6.8,0.1,18.1,-4.8,2.0,1.7,10.0,-2.2
O=C(NCCN1C(=O)S/C(=C\c2cccnc2)C1=O)C1=NN(c2ccccc2)C(=O)CC1,4.1,0.5,0.9,0.1,4.5,2.4,-2.4,-9.7,0.6,1.0
Clc1ccc(Cc2ccc(Cl)nn2)c(Cl)c1,-5.8,-0.1,5.6,-0.5,8.4,-2.5,-2.5,-7.6,-0.3,0.3
COc1cc(C(=O)N2CCN(S(=O)(=O)c3ccc(C)cc3C)CC2)ccc1OCC(=O)N1CCOCC1,-7.4,2.2,2.3,0.3,-9.1,6.7,-1.2,-14.9,-1.6,-1.6
CCOC(=O)C1=NN(C(=O)Nc2ccc(OC)cc2)C2C(=O)N(c3cccc(C(F)(F)F)c3)C(=O)C12 (stereo not given),5.8,54.2*,1.3,0.9,-2.7,-29.7,-0.4,-8.9,-3.2,0.4
COc1ccc(N(CC(=O)NCc2cccs2)S(=O)(=O)c2c(C)nn(C)c2C)cc1,-1.5,0.6,4.6,0.1,-3.2,-1.6,-0.1,4.4,4.7,-1.2
COc1cccc(/C=N/Nc2ncc(C)c(=O)[nH]2)c1OC,-21.5,3.1,-3.8,0.1,1.5,6.9,-2.2,1.1,-3.9,2.2
CCOc1ccc(NC(=O)CSc2nc(-c3cccs3)cc(C(F)(F)F)n2)c([N+](=O)[O-])c1,10.8,2.8,-4.3,-0.2,-5.7,-5.6,0.7,-1.2,0.3,-0.3
O=C(CCc1nc(-c2ccccc2)no1)Nc1cccnc1,-0.7,1.7,1.0,-1.4,17.6,8.8,0.7,-7.2,2.1,0.9
O=C1NC(=O)N(Cc2ccccc2)CC1Br (stereo not given),-2.7,2.5,-3.2,0.1,-10.5,5.4,4.2,9.6,3.9,-1.3
COC(=O)c1ccccc1NC(=O)c1ccccc1NS(C)(=O)=O,-4.0,-0.6,-1.9,0.7,1.9,0.3,2.1,0.0,3.4,0.3
Nc1c(N(Cc2ccco2)C(=O)c2cccc(F)c2)c(=O)[nH]c(=O)n1Cc1ccccc1,-0.8,1.0,1.3,-0.1,16.1,-1.4,2.4,6.3,-2.1,2.4
CN1C[C@@H]2[C@@H]3C(=O)N(C)C(=O)[C@@H]3[C@](Cc3ccccc3)(C1=O)N2C(=O)c1ccc(Cl)cc1,-2.9,1.1,3.2,-0.6,10.4,3.2,-5.6,5.0,-9.0,1.3
O=S(=O)(c1cccs1)N1CCN(CCc2ccccc2)CC1,-4.1,-1.0,-5.4,0.0,-1.0,-3.8,0.1,-6.8,2.0,0.4
CC(=O)OC1C=CCC2C(=O)c3cccc(O)c3C(O)C12 (stereo not given),-15.0,2.4,-4.4,0.2,3.2,7.6,-1.1,10.8,-1.9,1.8
CC(c1ccccc1)N1C(=O)NC(NC(=O)C(C)(C)C)(C(F)(F)F)C1=O (stereo not given),5.0,-1.5,0.6,-0.6,10.6,9.0,2.0,1.2,6.6,1.3
Cc1ccccc1OCC(=O)N1N=C(C(F)(F)F)CC1(O)C(C)(C)C (stereo not given),2.1,-5.6,-3.6,-0.4,-8.1,-16.3,0.7,-6.2,-2.1,1.6
O=C(CN1C(=O)C2C3C=CC(C3)C2C1=O)OCC(=O)c1ccc(Br)cc1 (stereo not given),3.4,-1.9,8.3,-0.3,8.5,-6.9,4.2,7.5,2.2,0.8
CCOC(=O)[C@]12CCC=C1N(CCC1=CCCCC1)C(=O)[C@H](CC(=O)NCCCOC)C2,-4.5,1.6,-2.0,0.3,0.7,-4.0,5.6,0.1,-3.5,/
Cn1nnnc1SCc1nc2scc(-c3ccc(Cl)cc3)c2c(=O)[nH]1,-3.3,16.0,3.9,0.4,-0.2,-5.1,-10.8,-5.9,1.2,2.2
Cc1ccc(S(=O)(=O)N2CCN(C(=O)N(C)C)CC2)cc1,-5.1,-2.2,2.0,0.0,11.2,-3.8,0.8,-5.6,0.4,0.9
CC1CCC(N2CCN(c3ncccn3)CC2)C1 (stereo not given),0.8,-1.3,-4.3,-0.4,-0.3,-3.8,0.2,1.0,1.8,2.4
CCC(C)NS(=O)(=O)c1ccc(NC(=O)C2CCCO2)cc1 (stereo not given),9.6,0.5,6.9,0.0,-4.6,1.0,2.8,-4.1,-0.5,5.5

Part of the list above, set out differently.
COC(=O)c1ccccc1NC(=O)c1ccccc1NS(C)(=O)=O
- ADAM10 inh: -4.0
- rCAG binder: -0.6
- DDE Tn6 FP inh: -1.9
- KLK7 zymogen act: 0.7
- ARFGAP1 inhibitor: 1.9
- sPLA2-III inh: 0.3
- GC-A act: 2.1
- ASAP1 inh: 0.0
- NPR2 activator: 3.4
- FXN GAA850 act: 0.3
Nc1c(N(Cc2ccco2)C(=O)c2cccc(F)c2)c(=O)[nH]c(=O)n1Cc1ccccc1
- ADAM10 inh: -0.8
- rCAG binder: 1.0
- DDE Tn6 FP inh: 1.3
- KLK7 zymogen act: -0.1
- ARFGAP1 inhibitor: 16.1
- sPLA2-III inh: -1.4
- GC-A act: 2.4
- ASAP1 inh: 6.3
- NPR2 activator: -2.1
- FXN GAA850 act: 2.4
